Assay outcomes deposited in PubChem by several laboratories.
CCHF vOTU inh – blocks the CCHF virus ovarian tumor domain protease. CCHFV vOTU protease, Pep-AMC fluorescence. inhibition, % at 11.5 µM. AID 651958. hit rate 0.55% among 370,000; further: 0% = vehicle wells with enzyme and 100% = no enzyme wells
MazEF act – activators of E. coli MazEF toxin-antitoxin RNase. P0AE70. FAM/BHQ RNA-DNA oligo cleavage fluorescence, 5 h. activation, % at 20 µM. hit rate 0.32% among 350,000. AID 504720; in the data active means activation above about 50%
Target sequence (P0AE70 whole entry, looked up): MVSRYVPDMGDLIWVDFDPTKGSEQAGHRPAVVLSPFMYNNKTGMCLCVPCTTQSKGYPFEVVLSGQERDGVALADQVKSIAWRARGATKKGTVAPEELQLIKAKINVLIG
GDH-TPI counter – GDH-TPI coupled enzyme inhibition counter-screen; GDH-TPI coupled enzyme counterscreen, NADH absorbance; inhibition, % at 4.8 µM; hit rate 1.2% among 360,000; AID 588335;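 further: 0% = DMSO wells and 100% = wells lacking the enzyme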
FBA Mtb inh – inhibitors of M. tuberculosis fructose-bisphosphate aldolase; P9WQA3; purified M. tuberculosis FBA, fluorescence read-out; inhibition, % at 1 µM; hit rate 2.3% among 360,000; in the data active means inhibition above about 27%;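 further: 0% = vehicle and 100% = reference inhibitor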
Rv3671c protease – inhibitors of M. tuberculosis serine protease Rv3671c. inhibition, % at 5.96 µM. AID 2606. hit rate 0.048% among 320,000. P9WHR9; in the data active means inhibition above about 38%;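 further: extracellular domain of Rv3671c used as enzyme; 0% = enzyme with DMSO and 100% = no enzyme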
BoNT F protease – BoNT F light chain protease inhibition; AID 588497; Multiplex microsphere protease cleavage assay, flow cytometry; inhibition, % at 10 µM; hit rate 0.22% among 360,000; in the data active means inhibition above about 35%, passing the limit was not always enough; further: plate controls were buffer without enzyme for full effect and enzyme alone for no effect
FadD28 binding – inhibitors of Mycobacterium tuberculosis FadD28 bisubstrate binding. AID 588549. FadD28 bisubstrate probe binding, fluorescence polarization. inhibition, % at 12.5 µM. hit rate 0.22% among 360,000; in the data active means inhibition above about 8.5%, passing the limit was not always enough
VHR inh abs – inhibitors of human VHR1 phosphatase (DUSP3); recombinant VHR phosphatase, pNPP absorbance; inhibition, % at 13.3 µM; hit rate 0.52% among 290,000; AID 1654; in the data active means inhibition above about 50%; further: some compounds called inactive have numbers as strong as hits
Target sequence (P51452 whole entry, looked up): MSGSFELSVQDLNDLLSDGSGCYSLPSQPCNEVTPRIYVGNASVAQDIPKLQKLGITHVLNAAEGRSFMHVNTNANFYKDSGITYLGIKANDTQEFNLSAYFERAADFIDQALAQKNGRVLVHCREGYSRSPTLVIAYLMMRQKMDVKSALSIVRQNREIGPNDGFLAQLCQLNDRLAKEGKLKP
Mtb BioA inh – blocks M. tuberculosis BioA enzyme activity | inhibition, % at 9.99 µM | purified M. tuberculosis BioA enzyme, plate reader | hit rate 0.096% among 360,000 | AID 602481; in the data active means inhibition above about 40%
Mtb UGM inh – Mtb UDP-galactopyranose mutase inhibition. P9WIQ1. purified UGM, fluorescence polarization probe displacement. inhibition, % at 10 µM. hit rate 0.06% among 320,000. AID 504406; in the data active means inhibition above about 10%, passing the limit was not always enough
Target sequence (P9WIQ1 whole entry, looked up): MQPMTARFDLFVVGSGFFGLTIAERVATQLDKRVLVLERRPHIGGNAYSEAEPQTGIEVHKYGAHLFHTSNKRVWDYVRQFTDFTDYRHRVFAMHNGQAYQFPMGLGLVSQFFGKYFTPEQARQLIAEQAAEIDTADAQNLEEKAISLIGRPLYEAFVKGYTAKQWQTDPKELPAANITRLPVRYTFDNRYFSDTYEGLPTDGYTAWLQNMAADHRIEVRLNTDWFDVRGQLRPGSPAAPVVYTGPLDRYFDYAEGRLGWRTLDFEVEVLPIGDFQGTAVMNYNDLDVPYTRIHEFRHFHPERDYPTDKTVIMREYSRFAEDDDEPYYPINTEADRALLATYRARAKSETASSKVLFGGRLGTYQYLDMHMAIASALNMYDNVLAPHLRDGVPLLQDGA
* marks the source's active call; other numbers are inactive results; . = no result given; + = active, no number. Unless noted, no stated cut-off is given here; in the data, active means inhibition above about 30%; inactive means the rest.

SMILES	CCHF vOTU inh	MazEF act	GDH-TPI counter	FBA Mtb inh	Rv3671c protease	BoNT F protease	FadD28 binding	VHR inh abs	Mtb BioA inh	Mtb UGM inh
Cc1cc(C(=O)Nc2ccccc2N2CCOCC2)c2ccccc2n1	-4	-4	-10	2	7	-8	-2.6	-2	.	0.8
COc1ccccc1C(C(=O)NC1CCCC1)N(C(=O)c1csnn1)C1CC1 (stereo not drawn)	-7	2	-1	2	1	0	-1.8	-15	-2.1	1.3
CC1(C)CC(=O)C=C(Nc2ccc(Cl)cc2)C1	-2	1	10	-2	-6	25	-1.9	.	4.6	0.7
CCC(C)C(NC(=O)C(Cc1ccc(O)cc1)NC(=O)OCc1ccccc1)C(=O)OC (stereo not drawn)	4	.	.	-4	.	-1	-5.8	.	.	.
O=C(NCc1cccs1)c1ccc(-c2ccc(F)c(F)c2)c2ccoc12	4	.	4	3	.	-8	-1.6	.	3.4	.
CSc1ccc(CN2CCN(C(C)C)C(CCO)C2)cc1 (stereo not drawn)	2	5	2	2	9	-1	-0.9	25	.	-1.3
COc1ccc(C(=O)NCC(=O)N2CCC(C)CC2)cc1OC	10	1	3	-1	-1	-10	0.1	4	-0.4	2.0
COc1ccc2nc(NC(=O)CSc3nc(SC)ns3)sc2c1	9	6	9	0	-10	1	-0.4	28	.	2.4
CCCC(=O)Nc1cc(OC)c(NC(=O)NC2CCCCC2)cc1OC	-13	-1	4	3	-3	-14	-0.3	-6	-0.3	-0.2
CN(C(=O)CSc1nncn1-c1ccccc1)c1ccccc1	5	14	-9	-1	5	-13	-3.3	1	.	0.0
Cc1ccc2nc(-c3cccnc3)oc2c1	-8	-1	-6	41*	-2	8	-1.6	13	.	1.1
Cc1ccc(C(=O)O)cc1N1C(=O)c2cccc3cc(Br)cc(c23)C1=O	2	4	15	-2	14	0	-9.7	26	13	-2.2
CC(=O)N1c2ccccc2NC(=O)C1(C)C	-4	1	-8	-2	-1	17	-0.6	-13	2.5	-0.4
O=C(COC(=O)/C=C/c1ccc([N+](=O)[O-])cc1)NNC(=O)c1ccccc1	1	0	7	-3	-1	-5	-2.4	.	-0.8	-3.2
Cc1csc(-c2coc3cc(O)cc(C)c3c2=O)n1	13	2	15	-3	-21	-5	-1.0	12	-0.3	0.5
CCOC(=O)C1=C(C)N(C[C@@H]2CC[C@@H](Cc3ccc(-c4ccccc4)cc3)O2)C(=O)NC1c1ccc(Cl)cc1 (stereo partly drawn)	13	-4	9	-4	.	-8	-0.1	.	-1.6	.
COc1ccc(CCNc2cc(-c3ccccc3)nc3ncnn23)cc1	5	5	-8	7	-12	6	-3.5	43	-0.6	1.6
NC(=NC(=O)c1ccc(OCC(F)(F)F)nc1)c1ccccc1	-4	-5	-6	0	-4	-13	0.0	0	.	-0.6
COc1ccc(C(=O)Nc2ccnn2C2CCN(CCC(C)c3ccc(C)o3)CC2)cc1 (stereo not drawn)	-4	-1	-1	-1	-7	-7	-2.3	5	-0.7	1.9
CN(C(=O)COC(=O)C1(C)CC1(Cl)Cl)c1c(N)n(Cc2ccccc2)c(=O)[nH]c1=O (stereo not drawn)	-6	4	7	3	2	-21	-1.6	.	-0.1	-0.8
O=C(Nc1ccc(S(=O)(=O)N2CCOCC2)cc1)c1ccccc1F	-8	5	3	2	2	-4	-3.1	-7	-1.8	-3.2
CN(C)c1ccc(-c2nc3cnccn3c2Nc2ccc3c(c2)OCCO3)cc1	-6	6	-4	0	13	-6	-0.4	20	2.8	-1.5
O=C(Cn1ccnc1)c1ccc(Cl)cc1	-13	-1	-2	-2	-7	-1	-1.9	74	2.6	-0.6
COc1ccccc1-c1c(C)oc2c(CN3CCCC(C)C3)c(O)ccc2c1=O (stereo not drawn)	-197	-5	21	+	.	8	.	-16	-1.2	.

Part of the list above in order of SMILES length, low to high.
SMILES	CCHF vOTU inh	MazEF act	GDH-TPI counter	FBA Mtb inh	Rv3671c protease	BoNT F protease	FadD28 binding	VHR inh abs	Mtb BioA inh	Mtb UGM inh
O=C(Cn1ccnc1)c1ccc(Cl)cc1	-13	-1	-2	-2	-7	-1	-1.9	74	2.6	-0.6
Cc1csc(-c2coc3cc(O)cc(C)c3c2=O)n1	13	2	15	-3	-21	-5	-1.0	12	-0.3	0.5
CN(C(=O)CSc1nncn1-c1ccccc1)c1ccccc1	5	14	-9	-1	5	-13	-3.3	1	.	0.0
COc1ccc2nc(NC(=O)CSc3nc(SC)ns3)sc2c1	9	6	9	0	-10	1	-0.4	28	.	2.4
COc1ccc(CCNc2cc(-c3ccccc3)nc3ncnn23)cc1	5	5	-8	7	-12	6	-3.5	43	-0.6	1.6
CCCC(=O)Nc1cc(OC)c(NC(=O)NC2CCCCC2)cc1OC	-13	-1	4	3	-3	-14	-0.3	-6	-0.3	-0.2
O=C(Nc1ccc(S(=O)(=O)N2CCOCC2)cc1)c1ccccc1F	-8	5	3	2	2	-4	-3.1	-7	-1.8	-3.2
CN(C)c1ccc(-c2nc3cnccn3c2Nc2ccc3c(c2)OCCO3)cc1	-6	6	-4	0	13	-6	-0.4	20	2.8	-1.5
COc1ccccc1-c1c(C)oc2c(CN3CCCC(C)C3)c(O)ccc2c1=O (stereo not drawn)	-197	-5	21	+	.	8	.	-16	-1.2	.
Cc1ccc(C(=O)O)cc1N1C(=O)c2cccc3cc(Br)cc(c23)C1=O	2	4	15	-2	14	0	-9.7	26	13	-2.2
COc1ccc(C(=O)Nc2ccnn2C2CCN(CCC(C)c3ccc(C)o3)CC2)cc1 (stereo not drawn)	-4	-1	-1	-1	-7	-7	-2.3	5	-0.7	1.9
O=C(COC(=O)/C=C/c1ccc([N+](=O)[O-])cc1)NNC(=O)c1ccccc1	1	0	7	-3	-1	-5	-2.4	.	-0.8	-3.2
CN(C(=O)COC(=O)C1(C)CC1(Cl)Cl)c1c(N)n(Cc2ccccc2)c(=O)[nH]c1=O (stereo not drawn)	-6	4	7	3	2	-21	-1.6	.	-0.1	-0.8
CCOC(=O)C1=C(C)N(C[C@@H]2CC[C@@H](Cc3ccc(-c4ccccc4)cc3)O2)C(=O)NC1c1ccc(Cl)cc1 (stereo partly drawn)	13	-4	9	-4	.	-8	-0.1	.	-1.6	.

Other records follow:
SMILES	CCHF vOTU inh	MazEF act	GDH-TPI counter	FBA Mtb inh	Rv3671c protease	BoNT F protease	FadD28 binding	VHR inh abs	Mtb BioA inh	Mtb UGM inh
COC(=O)c1c(NC(=S)NNC(=O)c2ccc(Cl)s2)sc(C(=O)N(C)C)c1C	-2	2	9	5	-5	2	1.6	18	-1.6	-0.3
O=C1CC(N2CCN(c3ccccc3F)CC2)C(=O)N1c1ccc(F)cc1 (stereo not drawn)	3	-2	4	2	0	7	-0.4	.	.	-1.3
COc1ccc(OCC(O)CN2C(=O)c3ccccc3S2(=O)=O)cc1 (stereo not drawn)	4	-6	-2	-2	-8	-17	-0.4	15	-0.6	4.8
COc1ccc([C@@H]2[C@@H]3C(=O)N(C(C)(C)C)C(=O)[C@@H]3[C@]3(Cc4ccc(Cl)cc4)C(=O)N(c4ccc(OC)cc4)C(=O)N23)cc1	3	4	10	0	-12	2	-6.5	.	-1.0	2.0
CC(=O)NC(CC(=O)NC(C)c1ccc(Cl)cc1Cl)c1ccccc1 (stereo not drawn)	-15	-4	-6	0	4	-5	-4.1	17	.	-3.3
Cc1cccc(NS(=O)(=O)c2cc(Cl)ccc2Cl)n1	-10	-6	4	5	1	5	0.8	12	-2.5	1.3
COc1ccccc1C(O)c1nccn1C (stereo not drawn)	20	0	0	3	4	0	-5.0	3	1.1	2.1
CCc1ccc(N(CC(=O)N2CCCC2)S(C)(=O)=O)cc1	-4	-16	14	4	.	-1	-0.9	.	-0.5	.
O=C(NCc1ccc2c(c1)OCO2)c1c(-c2ccccc2)sc2ccccc12	5	-8	18	5	1	-7	-0.7	.	-2.3	0.9
Cc1coc2c(C)c3oc(=O)cc(-c4ccccc4)c3cc12	2	3	1	-5	2	-11	1.1	.	-2.0	0.8
NC(=O)C1CCN(C(=O)CCNS(=O)(=O)c2ccccc2F)CC1	-6	0	-5	37*	2	3	-1.3	.	-0.1	0.2
CC1CN=C(Nc2ccccc2)S1 (stereo not drawn)	-8	-1	-2	-2	3	-8	-2.7	-11	-0.9	0.8
Cc1ccc(C(=O)/C=C\Nc2ccc(C)c(C)c2)cc1	8	-1	13	1	-17	-3	0.0	42	.	-2.7
O=C(CSc1cccc(C(F)(F)F)c1)Nc1cc(S(=O)(=O)N2CCCC2)ccc1Cl	-5	8	-6	0	-18	-4	-5.0	4	0.7	3.6
O=C(NCCCCNC(=O)c1c(F)c(F)c(F)c(F)c1F)c1c(F)c(F)c(F)c(F)c1F	-5	-2	12	0	-2	-6	-0.3	10	-1.1	-0.5
COc1ccc2c(c1)-c1nc(/N=C/c3ccc(O)c(OC)c3)sc1CC2	.	-10	28	2	9	-4	-1.3	-11	.	-0.9
COc1ccc(-c2nn3c(COc4ccccc4)nnc3s2)cc1OC	-6	8	6	5	-2	-3	0.4	19	1.3	-1.7
COc1cc(/C=C2/C(=O)NC(=O)N(c3ccccc3)C2=O)ccc1O	7	-66	20	-2	1	3	-1.2	0	.	0.9
CCOC(=O)c1ccc(OS(=O)(=O)c2ccccc2)c(OC)c1	-10	-2	-3	-4	2	-6	-2.1	-16	.	-1.8
Cc1nnc(SCC(=O)Nc2ccc3c(c2)OCO3)[nH]c1=O	-7	1	5	-1	-4	1	0.3	-21	.	1.3
CCS(=O)(=O)N1CCCC(C(=O)c2ccc(OC)cc2C)C1 (stereo not drawn)	-4	9	-4	-5	5	-3	-3.7	3	.	0.5
Cc1csc(SCC(=O)c2c(N)n(CC(C)C)c(=O)n(C)c2=O)n1	-6	3	4	1	-1	0	0.1	-6	-1.0	4.9
O=Cc1ccc(-n2cccn2)cc1	9	9	-2	0	5	-4	-1.4	19	-2.0	-0.5
COc1cc2c(cc1OC(C)=O)CCCCC2=O	6	0	14	0	.	-6	-1.0	.	-0.5	.
CCN1CCCC1CNC(=O)c1ccc2c(c1)NC(=O)/C(=C\c1ccccc1F)S2 (stereo not drawn)	-6	18	12	-6	.	-15	-17	.	1.6	.
